# INS-1E ATP HTS: preserves ATP levels in cytokine-treated INS-1E cells | 0.1% of 20,000 active | INS-1E cytokine-induced death, ATP luminescence, 48 h; normalised: neutral wells 0, positive control 100 | protection from cytokine-induced ATP loss, % at 10 µM | AID 488910;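 active = mean replicate protection from cytokine-induced ATP loss at least 50% and at least 75% of replicates each reaching 50%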
#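 Assay system: INS-1E rat cells / Quantity: 8000 cells per well / Medium: RPMI without phenol red, 5% FBS / Probe or stimulus: three-cytokine cocktail (IFN-γ, TNF-α, IL-1β) / Dosing: one compound concentration, pin transfer / Timing: 48 h co-treatment, 10 min post-lysis read / Technique: CellTiter-Glo luminescence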
# T cruzi HTS: blocks T. cruzi growth inside host cells; 4.9% of 22,000 active; activity score (inhibition), % at 5.01 µM; AID 651903; intracellular Trypanosoma cruzi in host cells, plate reader; in the data active = activity score above about 55%;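 also: parasites and compound incubated about four days before reading; 0% = median of neutral control wells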
# * marks the source's active call; other numbers are inactive results; x = not tested or not shown.
1) C[C@@H]1CN([C@@H](C)CO)C(=O)c2cccc(NC(=O)NC3CCCCC3)c2O[C@@H]1CN(C)C(=O)Nc1ccc(F)cc1
2) CNC[C@H]1Oc2ccc(NC(=O)Nc3cccc4ccccc34)cc2C(=O)N([C@@H](C)CO)C[C@@H]1C
3) C[C@@H]1CCCCO[C@H](CN(C)S(=O)(=O)c2ccc(Cl)cc2)[C@@H](C)CN([C@H](C)CO)C(=O)c2cc(NS(=O)(=O)c3ccc(F)cc3)ccc2O1
4) C[C@H](CO)N1C[C@H](C)[C@@H](CN(C)Cc2ccc(Cl)c(Cl)c2)Oc2c(NC(=O)C3CCOCC3)cccc2C1=O
5) C[C@@H]1CN([C@@H](C)CO)C(=O)c2cc(NC(=O)Cc3ccccc3)ccc2O[C@H]1CN(C)S(C)(=O)=O
6) C[C@@H]1CN([C@H](C)CO)C(=O)c2cc(NC(=O)CCN3CCOCC3)ccc2O[C@H]1CN(C)C
assay / compound | 1 | 2 | 3 | 4 | 5 | 6
INS-1E ATP HTS | -2 | x | -18 | 0 | 5 | 8
T cruzi HTS | -18 | -12 | 43 | 12 | 4 | -5

7) COc1ccc(NC(=O)N(C)C[C@@H]2Oc3ccc(NC(=O)Nc4ccccc4)cc3CC(=O)N([C@H](C)CO)C[C@@H]2C)cc1
8) O=C(CCCCCCC(=O)Nc1ccccc1O)N/N=C/c1cccc(Oc2ccccc2)c1
9) C[C@H](CO)N1C[C@H](C)[C@H](CN(C)C(=O)Nc2ccc(F)cc2)Oc2ccc(NC(=O)c3ccncc3)cc2CC1=O
10) C[C@@H]1CN([C@@H](C)CO)C(=O)c2cc(NC(=O)C3CC3)ccc2O[C@H]1CN(C)Cc1ccc(Cl)c(Cl)c1
11) Cc1ccc(S(=O)(=O)N(C)C[C@H]2Oc3ccc(N(C)C)cc3C(=O)N([C@@H](C)CO)C[C@@H]2C)cc1
12) C[C@@H]1CCCCO[C@@H](CN(C)Cc2ccc(C(=O)Nc3ccccc3N)cc2)[C@@H](C)CN([C@H](C)CO)C(=O)c2cc(NC(=O)Nc3cccc4ccccc34)ccc2O1
assay / compound | 7 | 8 | 9 | 10 | 11 | 12
INS-1E ATP HTS | 10 | 11 | 5 | -8 | 6 | -15
T cruzi HTS | -31 | 13 | -29 | 6 | -6 | 43

13) C[C@@H]1CN([C@H](C)CO)C(=O)c2cc(NS(=O)(=O)c3ccc(Cl)cc3)ccc2O[C@@H]1CN(C)S(C)(=O)=O
14) C[C@H]1CN([C@@H](C)CO)C(=O)Cc2cc(NC(=O)CCC(F)(F)F)ccc2O[C@H]1CN(C)C(=O)Nc1ccc(C(F)(F)F)cc1
15) C[C@H](CO)N1C[C@H](C)[C@H](CN(C)S(=O)(=O)c2cn(C)cn2)Oc2ccc(NS(C)(=O)=O)cc2CC1=O
16) N#Cc1ccc(/C=N/NC(=O)CCCCCCC(=O)Nc2ccccc2O)cc1
17) N#Cc1ccc(/C=N/NC(=O)c2cccc(C(=O)NO)c2)cc1
18) C[C@H]1CN([C@@H](C)CO)C(=O)Cc2cc(NC(=O)Nc3ccccc3)ccc2O[C@H]1CN(C)Cc1ccc(C(F)(F)F)cc1
assay / compound | 13 | 14 | 15 | 16 | 17 | 18
INS-1E ATP HTS | 2 | 0 | 6 | 4 | 3 | -47
T cruzi HTS | -1 | -2 | -12 | -11 | -6 | 67*

19) Cc1ccc(S(=O)(=O)N(C)C[C@@H]2Oc3ccc(N(C)C)cc3CC(=O)N([C@H](C)CO)C[C@@H]2C)cc1
20) COc1ccc(S(=O)(=O)N(C)C[C@@H]2Oc3ccc(NS(=O)(=O)c4ccc(C)cc4)cc3C(=O)N([C@@H](C)CO)C[C@H]2C)cc1
21) Cc1ccc(S(=O)(=O)N(C)C[C@@H]2Oc3ccc(NC(=O)Nc4ccc(F)cc4)cc3C(=O)N([C@@H](C)CO)C[C@@H]2C)cc1
22) COc1ccc(CN(C)C[C@H]2Oc3ccc(NC(=O)Nc4c(C)noc4C)cc3C(=O)N([C@H](C)CO)C[C@H]2C)cc1
23) C[C@H](CO)N1C[C@H](C)[C@H](CN(C)Cc2ccc(-c3ccccc3)cc2)Oc2ccc(NC(=O)C3CCCCC3)cc2CC1=O
24) C[C@@H]1CN([C@H](C)CO)C(=O)c2cc(NC(=O)CCC(F)(F)F)ccc2O[C@H]1CN(C)S(=O)(=O)c1ccc(Cl)cc1
assay / compound | 19 | 20 | 21 | 22 | 23 | 24
INS-1E ATP HTS | -2 | -4 | -3 | 2 | -41 | x
T cruzi HTS | -1 | 7 | 4 | -12 | 67* | 2

25) C[C@H](CO)N1C[C@H](C)[C@H](CN(C)S(=O)(=O)c2ccccc2)Oc2ncc(C#Cc3ccccc3)cc2C1=O
26) C[C@@H]1CN([C@H](C)CO)C(=O)c2cccc(NS(=O)(=O)c3ccccc3)c2O[C@@H]1CN(C)C(=O)Nc1ccc(C(F)(F)F)cc1
27) C[C@H](CO)N1C[C@H](C)[C@H](CN(C)Cc2ccc3c(c2)OCO3)Oc2ccc(NC(=O)Nc3ccc(C(F)(F)F)cc3)cc2CC1=O
28) O=C(N/N=C/c1ccccc1Br)c1ccccn1
29) C[C@@H]1CCCCO[C@@H](CN(C)S(=O)(=O)c2cccs2)[C@@H](C)CN([C@H](C)CO)C(=O)c2cc(NC(=O)Nc3cccc4ccccc34)ccc2O1
30) COc1ccc(C#Cc2cnc3c(c2)C(=O)N([C@H](C)CO)C[C@H](C)[C@H](CN(C)Cc2ccccc2)O3)cc1OC
assay / compound | 25 | 26 | 27 | 28 | 29 | 30
INS-1E ATP HTS | x | -14 | -35 | -4 | 0 | x
T cruzi HTS | 48 | 35 | 74* | -15 | 3 | 15

31) C[C@@H]1CN([C@@H](C)CO)C(=O)c2cc(NS(=O)(=O)c3ccc(F)cc3)ccc2O[C@H]1CN(C)C
32) Cc1ccccc1CN(C)C[C@@H]1OCc2cn(nn2)CCCC(=O)N([C@@H](C)CO)C[C@@H]1C
33) C[C@@H]1CCCCO[C@@H](CN(C)C(=O)c2ccccc2)[C@@H](C)CN([C@H](C)CO)C(=O)c2cc(NC(=O)CCCN(C)C)ccc2O1
34) C[C@H](CO)N1C[C@H](C)[C@@H](CN(C)Cc2ccc(C(=O)O)cc2)Oc2c(NC(=O)C3CCCCC3)cccc2C1=O
35) C[C@@H]1CN([C@H](C)CO)C(=O)Cc2cc(NC(=O)c3ccncc3)ccc2O[C@H]1CN(C)C
36) C[C@@H]1CN([C@@H](C)CO)C(=O)c2cc(NC(=O)Nc3ccc(F)cc3)ccc2O[C@H]1CN(C)S(C)(=O)=O
assay / compound | 31 | 32 | 33 | 34 | 35 | 36
INS-1E ATP HTS | 0 | x | -6 | 12 | 8 | 2
T cruzi HTS | -19 | -9 | -18 | 36 | -34 | -13

# Single records, from the list above.
# C[C@@H]1CCCCO[C@@H](CN(C)C(=O)c2ccccc2)[C@@H](C)CN([C@H](C)CO)C(=O)c2cc(NC(=O)CCCN(C)C)ccc2O1 in the list: INS-1E ATP HTS: -6; T cruzi HTS: -18
# C[C@H](CO)N1C[C@H](C)[C@@H](CN(C)Cc2ccc(C(=O)O)cc2)Oc2c(NC(=O)C3CCCCC3)cccc2C1=O in the list: INS-1E ATP HTS: 12; T cruzi HTS: 36

# Additional structures follow.
37) C[C@@H]1CN([C@H](C)CO)C(=O)c2cc(NS(C)(=O)=O)ccc2O[C@@H]1CN(C)C(=O)Nc1ccc(C(F)(F)F)cc1
38) C[C@H]1CN([C@@H](C)CO)C(=O)Cc2cc(NS(=O)(=O)c3cn(C)cn3)ccc2O[C@@H]1CN(C)C(=O)NC1CCCCC1
39) C[C@H](CO)N1C[C@H](C)[C@H](CN(C)S(=O)(=O)c2cccc(F)c2)Oc2ncc(C#Cc3ccccc3)cc2C1=O
40) C[C@@H]1CCCCO[C@@H](CN(C)C(=O)C2CCCCC2)[C@@H](C)CN([C@H](C)CO)C(=O)c2cc(NC(=O)Nc3ccc4c(c3)OCO4)ccc2O1
41) Cc1ccc(S(=O)(=O)N(C)C[C@@H]2Oc3ccc(NS(=O)(=O)c4cn(C)cn4)cc3C(=O)N([C@H](C)CO)C[C@@H]2C)cc1
42) C[C@H](CO)N1C[C@H](C)[C@H](CN(C)Cc2ccccc2)Oc2ccc(NC(=O)CCN3CCOCC3)cc2C1=O
assay / compound | 37 | 38 | 39 | 40 | 41 | 42
INS-1E ATP HTS | 1 | 9 | x | -1 | x | 1
T cruzi HTS | -8 | -21 | 51 | 5 | 3 | -8

43) C[C@@H]1CN([C@H](C)CO)C(=O)Cc2cc(NC(=O)Nc3ccccc3)ccc2O[C@H]1CN(C)S(=O)(=O)c1ccccc1
44) CNC[C@@H]1Oc2ccc(NS(=O)(=O)c3cccs3)cc2CC(=O)N([C@H](C)CO)C[C@@H]1C
45) Cc1noc(C)c1S(=O)(=O)Nc1ccc2c(c1)CC(=O)N([C@@H](C)CO)C[C@@H](C)[C@@H](CN(C)C(=O)NC(C)C)O2
46) COc1ccc(NC(=O)Nc2cccc3c2O[C@H](CN(C)S(=O)(=O)c2ccccc2)[C@H](C)CN([C@H](C)CO)C3=O)cc1
47) C[C@@H]1CN([C@H](C)CO)C(=O)c2cccc(NC(=O)Nc3ccc4c(c3)OCO4)c2O[C@H]1CN(C)CC1CCCCC1
48) CC(C)NC(=O)N(C)C[C@H]1Oc2c(NC(=O)NC3CCCCC3)cccc2C(=O)N([C@@H](C)CO)C[C@@H]1C
assay / compound | 43 | 44 | 45 | 46 | 47 | 48
INS-1E ATP HTS | -4 | 8 | 17 | -5 | -28 | 13
T cruzi HTS | -7 | -19 | -26 | 6 | 11 | 2

49) COc1ccc(NC(=O)N(C)C[C@H]2Oc3ccc(NC(=O)Nc4cccc5ccccc45)cc3C(=O)N([C@@H](C)CO)C[C@@H]2C)cc1
50) C[C@H]1CN([C@@H](C)CO)C(=O)c2cccc(NC(=O)NC3CCCCC3)c2O[C@@H]1CN(C)Cc1ccncc1
51) COc1ccc(NC(=O)N(C)C[C@@H]2Oc3ccc(NS(C)(=O)=O)cc3C(=O)N([C@H](C)CO)C[C@H]2C)cc1
52) C[C@@H]1CN([C@H](C)CO)C(=O)Cc2cc(NC(=O)Cc3cn(C)c4ccccc34)ccc2O[C@H]1CN(C)CC1CCCCC1
53) COc1ccc(S(=O)(=O)Nc2ccc3c(c2)CC(=O)N([C@H](C)CO)C[C@@H](C)[C@@H](CN(C)C(=O)Nc2ccc(C(F)(F)F)cc2)O3)cc1
54) Cc1cc(C(=O)Nc2cccc3c2O[C@@H](CN(C)C(=O)Nc2ccc4c(c2)OCO4)[C@H](C)CN([C@H](C)CO)C3=O)n(C)n1
assay / compound | 49 | 50 | 51 | 52 | 53 | 54
INS-1E ATP HTS | -19 | 4 | 5 | -1 | -1 | 8
T cruzi HTS | 3 | -7 | -11 | 60* | -4 | -19

55) C[C@H]1CN([C@@H](C)CO)C(=O)Cc2cc(NC(=O)Nc3ccc4c(c3)OCO4)ccc2O[C@H]1CN(C)C
56) C[C@H](CO)N1C[C@H](C)[C@H](CN(C)C(=O)Nc2ccc(F)cc2)Oc2c(NC(=O)c3nc4ccccc4s3)cccc2C1=O
57) C[C@@H]1CN([C@@H](C)CO)C(=O)c2cc(NS(C)(=O)=O)ccc2O[C@H]1CN(C)Cc1ccc(C(=O)O)cc1
58) C[C@H](CO)N1C[C@H](C)[C@H](CN(C)CC2CCCCC2)Oc2ccc(NS(=O)(=O)c3ccc(F)cc3)cc2CC1=O
59) C[C@H](CO)N1C[C@H](C)[C@H](CN(C)C(=O)Nc2cccc3ccccc23)Oc2ncc(C#Cc3ccc(F)cc3)cc2C1=O
60) COc1ccc(S(=O)(=O)Nc2cccc3c2O[C@@H](CN(C)CC2CC2)[C@@H](C)CN([C@H](C)CO)C3=O)cc1
assay / compound | 55 | 56 | 57 | 58 | 59 | 60
INS-1E ATP HTS | -2 | -11 | 8 | -10 | -6 | -1
T cruzi HTS | -36 | 20 | -4 | 16 | 47 | -16

61) COc1ccc(S(=O)(=O)Nc2cccc3c2O[C@@H](CN(C)C(=O)Nc2ccccc2)[C@H](C)CN([C@H](C)CO)C3=O)cc1
62) COc1ccc(NC(=O)Nc2cccc3c2O[C@H](CN(C)S(=O)(=O)c2ccc(F)cc2)[C@@H](C)CN([C@@H](C)CO)C3=O)cc1
63) Cc1ccc(S(=O)(=O)Nc2ccc3c(c2)CC(=O)N([C@@H](C)CO)C[C@@H](C)[C@@H](CN(C)Cc2ccc4c(c2)OCO4)O3)cc1
64) Cc1ccc(S(=O)(=O)Nc2ccc3c(c2)C(=O)N([C@@H](C)CO)C[C@H](C)[C@@H](CN(C)C(=O)NC2CCCCC2)O3)cc1
65) C[C@@H]1CN([C@@H](C)CO)C(=O)c2cc(NC(=O)CCC(F)(F)F)ccc2O[C@H]1CN(C)C(=O)Nc1cccc2ccccc12
66) C[C@@H]1CN([C@H](C)CO)C(=O)c2cccc(NC(=O)c3cnccn3)c2O[C@H]1CN(C)Cc1ccc(-c2ccccc2)cc1
67) C[C@@H]1CN([C@H](C)CO)C(=O)c2cc(NS(=O)(=O)c3cccs3)ccc2O[C@@H]1CN(C)Cc1ccc(C(=O)Nc2ccccc2N)cc1
68) COc1cccc(NC(=O)N(C)C[C@@H]2OCc3cnnn3CCCC(=O)N([C@H](C)CO)C[C@H]2C)c1
69) C[C@@H]1CN([C@H](C)CO)C(=O)c2cc(NS(=O)(=O)c3ccccc3)ccc2O[C@@H]1CN(C)C(=O)Nc1ccc(F)cc1
assay / compound | 61 | 62 | 63 | 64 | 65 | 66 | 67 | 68 | 69
INS-1E ATP HTS | 2 | 12 | -3 | 2 | 1 | -8 | 30 | 9 | 0
T cruzi HTS | 10 | 4 | 27 | -3 | 2 | 14 | 64* | -5 | 16

# High-throughput results (PubChem BioAssay)

# Not all compounds are listed; the hit share may differ from the screen's.
